Compound activity as filed in PubChem BioAssay.
hIAP inh: human IAP inhibition; purified IAP, CDP-Star luminescence, 30 min; inhibition, % at 10 µM; actives 0.12% (n = 330,000); AID 2544;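 active means inhibition reaching a set limit with compound at 10 µM in the primary screen, cut at about 35% in these data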;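 further: plate controls were DMSO wells with enzyme for no effect and no-enzyme buffer wells for full effect; values of inactives mirror those of a sister screen read the other way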
ATG4B inhibitor: ATG4B (human) cysteine protease inhibition | Q9Y4P1 | ATG4B cleavage of LC3-PLA2, NBD-HPC fluorescence, 1 h | inhibition, % at 8.33 µM | actives 0.51% (n = 340,000); in the data active means inhibition above about 40%
mIAP inh: mouse IAP inhibition | purified mouse IAP, CDP-Star luminescence, 30 min | actives 0.2% (n = 330,000) | inhibition, % at 10 µM;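 active means inhibition of at least 40% at 10 µM in the primary screen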;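 further: plate controls were DMSO with enzyme for no effect and no enzyme wells for full effect; values of inactives mirror those of a sister screen read the other way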
APOBEC3A inh: blocks human APOBEC3A ssDNA deamination; P31941; recombinant A3A, FAM/TAMRA ssDNA deamination fluorescence; inhibition, % at 20 µM; actives 0.41% (n = 330,000); AID 493011;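 active means at least 40% inhibition at 20 µM here, with at most 30% in a related deaminase screen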;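 further: plate controls were A3A with DMSO for no effect and wells lacking A3A enzyme for full effect; some results filed as inactive read as strong as hits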
Target sequence (P31941 whole entry, looked up): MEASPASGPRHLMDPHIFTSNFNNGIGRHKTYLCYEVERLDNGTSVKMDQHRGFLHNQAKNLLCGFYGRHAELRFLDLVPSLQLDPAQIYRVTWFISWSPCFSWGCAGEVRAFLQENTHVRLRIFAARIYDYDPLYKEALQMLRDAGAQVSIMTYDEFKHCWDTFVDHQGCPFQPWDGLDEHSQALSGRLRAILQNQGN
hIAP act: human IAP activation | P09923 | purified human IAP, CDP-Star luminescence, 30 min; hits give high values; 1 = vehicle-only enzyme, 0 = enzyme-free background | activation factor at 10 µM | actives 0.16% (n = 330,000) | AID 2524;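 active means activation factor of the enzyme at least 2-fold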; further: the source names both 10 and 20 µM as test concentration; values of inactives mirror those of a sister screen read the other way
PfG6PD inh: PfG6PD (Plasmodium falciparum) enzyme inhibition. PfGluPho enzyme, NADPH resazurin-diaphorase fluorescence. inhibition, % at 20 µM. actives 0.78% (n = 350,000);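 active means inhibition reaching at least a set limit at 20 µM in the primary screen, cut at about 59% in these data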;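 further: 0% = DMSO wells with substrate and 100% = DMSO wells lacking glucose-6-phosphate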
HKDC1 inh: inhibitors of human hexokinase HKDC1; recombinant HKDC1, G6PDH/diaphorase resazurin coupled fluorescence; actives 0.16% (n = 340,000); Q2TB90; inhibition, % at 20 µM;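 active means inhibition above about 35% when tested at 20 µM, limit read from the data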;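 further: plate controls were DMSO wells with enzyme for no effect and DMSO wells lacking enzyme for full effect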
Target sequence (Q2TB90 whole entry, looked up): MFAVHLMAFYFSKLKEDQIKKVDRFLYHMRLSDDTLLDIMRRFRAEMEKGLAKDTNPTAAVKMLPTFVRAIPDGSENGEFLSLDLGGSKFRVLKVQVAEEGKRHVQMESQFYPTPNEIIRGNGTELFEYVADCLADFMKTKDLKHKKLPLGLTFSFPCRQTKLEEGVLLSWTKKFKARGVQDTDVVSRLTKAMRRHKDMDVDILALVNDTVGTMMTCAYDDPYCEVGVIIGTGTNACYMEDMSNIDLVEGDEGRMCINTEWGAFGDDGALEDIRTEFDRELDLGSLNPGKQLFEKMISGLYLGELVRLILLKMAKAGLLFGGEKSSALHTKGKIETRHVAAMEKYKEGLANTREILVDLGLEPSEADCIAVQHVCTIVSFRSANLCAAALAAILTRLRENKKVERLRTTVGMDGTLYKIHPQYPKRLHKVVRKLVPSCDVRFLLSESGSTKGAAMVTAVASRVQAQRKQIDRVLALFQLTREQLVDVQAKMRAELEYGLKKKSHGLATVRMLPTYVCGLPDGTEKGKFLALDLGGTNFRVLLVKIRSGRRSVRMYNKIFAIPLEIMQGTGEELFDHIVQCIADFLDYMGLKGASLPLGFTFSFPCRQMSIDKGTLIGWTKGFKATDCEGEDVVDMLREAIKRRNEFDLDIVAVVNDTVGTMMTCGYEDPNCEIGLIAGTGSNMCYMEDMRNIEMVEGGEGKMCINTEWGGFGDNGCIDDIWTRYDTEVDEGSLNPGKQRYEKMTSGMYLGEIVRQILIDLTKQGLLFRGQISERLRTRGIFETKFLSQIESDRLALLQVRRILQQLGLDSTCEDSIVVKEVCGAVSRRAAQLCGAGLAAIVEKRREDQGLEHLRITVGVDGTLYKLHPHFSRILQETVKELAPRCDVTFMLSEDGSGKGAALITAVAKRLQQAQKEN
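Assay system: recombinant HKDC1 hexokinase; detection: coupled resazurin fluorescence, excitation 525 nm, emission 613 nm; benchmarks: DMSO-plus-enzyme-mix negative control, buffer-substituted positive control; compound dosing: single 20 µM dose; schedule: 90 min at room temperature in dark; also added: glucose plus 1 mM ATP as hexokinase substrates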
mIAP act: mouse IAP activation; activation factor at 10 µM; actives 0.24% (n = 330,000); muIAP, CDP-Star luminescence, 30 min; hits give high values; 1 = vehicle-only enzyme signal, 0 = enzyme-free wells;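 active means activation factor of at least 2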; further: the source names both 10 and 20 µM as test concentration; values of inactives mirror those of a sister screen read the other way
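System: Mouse IAP enzyme | Also added: CDP-Star substrate | Dosing: Compounds dispensed in DMSO | Schedule: 30 min enzyme-substrate-compound incubation at room temperature | Technique: Chemiluminescence readout | Control set: DMSO-only wells and no-enzyme negative control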
* marks the source's active call; other numbers are inactive results; · = no result given. This is a random part of the collection; about 2.4% have a hit in one of these screens.

(1) COc1cc(/C=N/NC(=O)c2nc(C)cc(C)n2)ccc1O
(2) CCS(=O)(=O)c1cc([N+](=O)[O-])c(Sc2ccccc2NC(C)=O)s1
(3) COc1ccc(S(=O)(=O)N2CCCCCC2)cc1NC(=O)c1ccccc1
(4) COc1ccc(CCNC(=O)CN(C)S(=O)(=O)c2ccc(Br)s2)cc1OC
(5) O=C(Nc1ccccc1)OC1CCS(=O)(=O)C1 (stereo not given)

assay / entry	1	2	3	4	5
hIAP act	0.87	1.4	0.92	0.95	1
ATG4B inhibitor	3	-8	4	-2	5
hIAP inh	13	-37	8	5	-5
APOBEC3A inh	-3	-4	-3	-1	-4
PfG6PD inh	-23	62*	-13	-26	17
HKDC1 inh	-9	9	-3	-9	-13
mIAP act	0.99	0.98	0.99	1.1	1.1
mIAP inh	1	2	1	-7	-5

(6) CCOc1cc(/C=N/Nc2nc(-c3cccs3)c(NC(C)=O)s2)ccc1O
(7) CCCc1cc(=O)[nH]c(SCC(=O)Nc2ccc(C)cc2)n1
(8) CC1CN(C(=S)Nc2cccc(Cl)c2Cl)CC(C)O1 (stereo not given)
(9) Cc1ccc(-c2nn(-c3ccccn3)c(=O)c3ccccc23)cc1C
(10) CCN(CC)S(=O)(=O)c1ccc(NC(=O)COC(=O)CNS(=O)(=O)/C=C/c2ccccc2)cc1

assay / entry	6	7	8	9	10
hIAP act	0.86	0.89	0.85	0.88	0.99
ATG4B inhibitor	-12	-2	0	2	-19
hIAP inh	14	11	15	12	1
APOBEC3A inh	3	-5	-1	0	2
PfG6PD inh	31	-22	18	8	5
HKDC1 inh	-1	-9	-7	-1	-2
mIAP act	0.59	1	0.98	1	0.98
mIAP inh	41*	-3	2	0	2

(11) CCOC(=O)N1CCC(c2cc(=O)n3[nH]c(C)c(-c4ccc(F)cc4)c3n2)CC1
(12) CCc1ccc(/C=C2\SC(=S)N(CCCC(=O)Nc3nccs3)C2=O)cc1
(13) CCN(CC(=O)N1CCN(c2ccccc2)CC1)S(=O)(=O)c1ccc(C)cc1
(14) COc1ccccc1NC(=S)NC(=O)c1ccc(-c2ccc(Cl)cc2)o1
(15) CC(C)c1ccc(S(=O)(=O)N2CCN(C(=O)Cc3ccsc3)CC2)cc1

assay / entry	11	12	13	14	15
hIAP act	1.2	1	0.97	0.92	0.95
ATG4B inhibitor	2	7	-12	-13	7
hIAP inh	-16	-2	3	8	5
APOBEC3A inh	-7	-1	-3	-1	1
PfG6PD inh	-20	-36	6	-1	-1
HKDC1 inh	-4	-1	-9	-10	3
mIAP act	1.1	0.92	0.98	0.9	0.99
mIAP inh	-8	8	2	10	1

(16) Cc1ccc(NC=C(S(=O)(=O)c2ccccc2)S(=O)(=O)c2ccccc2)cc1
(17) Cc1ccccc1CCN(C(=O)Cn1nnc2ccccc21)C(C(=O)NCC1CCCO1)c1nc2ccccc2n1C (stereo not given)
(18) Cc1nc(SCC(=O)Nc2ccc(Cl)cc2[N+](=O)[O-])nc(C)c1C
(19) CN(C(=O)CSc1nnc(COc2ccccc2F)n1N)C1CCS(=O)(=O)C1 (stereo not given)
(20) CC(C)[C@H](NC(=O)c1ccc(Cl)cc1)C(=O)OCC(=O)N1CCN(c2ccccc2)CC1

assay / entry	16	17	18	19	20
hIAP act	0.88	1.2	0.93	0.97	0.96
ATG4B inhibitor	28	-7	1	-7	-6
hIAP inh	12	-21	7	2	4
APOBEC3A inh	3	0	-2	4	36
PfG6PD inh	-13	2	14	7	6
HKDC1 inh	5	-9	-2	5	-5
mIAP act	1	1.2	1	0.99	1.1
mIAP inh	-2	-17	-1	1	-9

(21) CC(=O)NC(=S)Nc1cccc2c(C)cc(C)nc12
(22) Cc1cccc(-c2c3c(=O)n(C)c(=O)n(C)c3c3cccnn23)c1
(23) O=C(CN1C(=O)CCC1=O)Nc1ccc(Cc2ccc(NC(=O)CN3C(=O)CCC3=O)cc2)cc1
(24) O=C(COC(=O)c1ccc(OC(F)F)cc1)NCCCN1CCCC1=O
(25) COc1ccc(C2=CSC3=NNC4(CCCCC4)NN23)cc1

assay / entry	21	22	23	24	25
hIAP act	1.1	0.91	1.1	1	0.86
ATG4B inhibitor	1	1	-2	-6	12
hIAP inh	-7	9	-6	-2	14
APOBEC3A inh	1	4	0	7	-7
PfG6PD inh	5	17	-1	-18	7
HKDC1 inh	1	-3	8	-4	-6
mIAP act	0.89	0.97	1	1	0.91
mIAP inh	11	3	-2	-4	9

The last 4 compounds of the section above lead into the next:
(22) Cc1cccc(-c2c3c(=O)n(C)c(=O)n(C)c3c3cccnn23)c1
(23) O=C(CN1C(=O)CCC1=O)Nc1ccc(Cc2ccc(NC(=O)CN3C(=O)CCC3=O)cc2)cc1
(24) O=C(COC(=O)c1ccc(OC(F)F)cc1)NCCCN1CCCC1=O
(25) COc1ccc(C2=CSC3=NNC4(CCCCC4)NN23)cc1
(26) Cc1ccc2sc(N3CCN(CCNC(=O)c4ccco4)CC3)nc2c1C
(27) COc1ccc(CCC(=O)NNC(=O)Nc2ccc(C(C)C)cc2)cc1
(28) CCOc1ccc(-c2csc(NC(=O)c3cccc(N4C(=O)CCC4=O)c3)n2)cc1
(29) O=C(CCSc1ccccc1)N1CCOCC1
(30) O=C(Nc1ccc(Cl)cc1)Nc1nc(-c2ccccc2)cs1

assay / entry	22	23	24	25	26	27	28	29	30
hIAP act	0.91	1.1	1	0.86	1	1.8	1	1	1.1
ATG4B inhibitor	1	-2	-6	12	-21	0	-7	-2	-2
hIAP inh	9	-6	-2	14	0	-79	-2	-1	-5
APOBEC3A inh	4	0	7	-7	-2	-8	2	0	-2
PfG6PD inh	17	-1	-18	7	18	-10	39	-1	4
HKDC1 inh	-3	8	-4	-6	2	-3	-1	-6	11
mIAP act	0.97	1	1	0.91	0.95	1	0.93	1	1.3
mIAP inh	3	-2	-4	9	5	-4	7	-1	-26

Values by screen from the list.
Entries 22–30 in PfG6PD inh, in turn: 17, -1, -18, 7, 18, -10, 39, -1, 4
Entries 22–30 in hIAP act, in turn: 0.91, 1.1, 1, 0.86, 1, 1.8, 1, 1, 1.1

Remaining list, next part:
(31) CCc1nc(SCc2ccc(C(=O)OC)o2)c2c(=O)n(C)c(=O)n(C)c2n1
(32) c1ccc(-c2cc3c(N4CCOCC4)ncnc3s2)cc1
(33) Cc1ccccc1NC(=O)c1sc2nc3c(c(-c4ccco4)c2c1N)CCCC3
(34) CN=C(Nc1cc(C)nn1-c1ccccc1)c1ccccc1
(35) CC(C)CC1NC(=O)N(Cc2nc3ccccc3s2)C1=O (stereo not given)

assay / entry	31	32	33	34	35
hIAP act	0.82	0.85	0.87	1.1	0.98
ATG4B inhibitor	-6	-7	33	-11	-3
hIAP inh	18	15	13	-15	2
APOBEC3A inh	-3	-5	-5	-1	0
PfG6PD inh	12	1	-9	0	4
HKDC1 inh	3	9	3	-6	-3
mIAP act	1.1	0.9	0.96	1.2	0.99
mIAP inh	-9	10	4	-19	1

(36) CN(CCC#N)C(=O)CSc1nnc(-c2ccco2)n1N
(37) COc1ccc(/C=N/Nc2nncn2N)cc1Br
(38) O=C(CC12CC3CC(CC(C3)C1)C2)Nc1ccc(C(=O)O)cc1
(39) Cc1cc(N2CCN(C3CCCCC3)CC2)nc2cccc(O)c12
(40) Cc1cccc(C(=O)NCC(=O)N(C)Cc2nc3ccccc3c(=O)[nH]2)c1

assay / entry	36	37	38	39	40
hIAP act	1.1	1.1	0.92	0.96	0.97
ATG4B inhibitor	-4	-7	-12	-6	-10
hIAP inh	-8	-6	8	4	3
APOBEC3A inh	0	-6	-1	-3	0
PfG6PD inh	3	79*	-18	16	11
HKDC1 inh	-7	14	-7	4	0
mIAP act	1	1	0.94	1.1	0.97
mIAP inh	0	-2	6	-7	3

(41) O=C(C1=C(O)C(=O)N(CCCn2ccnc2)C1c1ccc(F)cc1)c1ccco1 (stereo not given)
(42) O=C(Nc1ccccc1-c1ccccc1)C12CC3CC(CC(C3)C1)C2
(43) Cc1cccc(-n2nnnc2SCC(=O)N(CC(C)C)c2c(N)n(CC(C)C)c(=O)[nH]c2=O)c1
(44) CC(C)(C)c1ccc(-n2ncc3c2CCCC3NC(=O)C2(C(N)=O)CC2)cc1 (stereo not given)
(45) CCCOc1ccc(C(=O)CCN2CCCCC2)cc1

assay / entry	41	42	43	44	45
hIAP act	1.3	1	1	0.98	1.1
ATG4B inhibitor	·	10	-1	14	-16
hIAP inh	-35	-1	-3	2	-10
APOBEC3A inh	-2	-6	0	-6	-3
PfG6PD inh	·	9	-10	-15	25
HKDC1 inh	·	1	-3	-2	-2
mIAP act	0.95	1	1	1	0.95
mIAP inh	5	-3	-2	0	4

(46) CN1/C(=C\C=N\NC(=O)c2ccccc2Br)C(C)(C)c2ccccc21
(47) CCNC(=O)CC1C(=O)N(c2cccc(OC)c2)C(=O)N1CCOC (stereo not given)
(48) O=C(c1ccco1)N1N=C(c2ccccc2)CC1c1ccc2nccnc2c1 (stereo not given)
(49) CN(CC(=O)NCc1ccco1)CC(=O)Nc1cc(S(C)(=O)=O)ccc1Cl
(50) Cc1cc(=O)n2nc(N3CCCC3C(=O)NCCCN3CC(C)CC(C)C3)sc2n1 (stereo not given)

assay / entry	46	47	48	49	50
hIAP act	0.94	1.3	0.84	1.2	1.1
ATG4B inhibitor	4	8	-4	4	-2
hIAP inh	6	-32	16	-18	-6
APOBEC3A inh	-2	-3	0	2	1
PfG6PD inh	-18	-4	12	-21	0
HKDC1 inh	7	7	5	-1	-6
mIAP act	0.89	1.1	0.97	1.1	0.98
mIAP inh	11	-5	3	-11	2

(51) CC(C)(C)OC(=O)N/N=C\C=C\c1ccc2c(c1)OCO2
(52) COc1ccc(CCNC(=O)C2CC(c3ccccc3F)=NO2)cc1 (stereo not given)
(53) Cc1sc2nc(CN3CCCCC3)nc(Nc3ccc4c(c3)OCCO4)c2c1C
(54) CCCCN1CNC(=S)N(c2cc(C)ccc2C)C1
(55) Cc1cccc(Nc2ncccc2C(=O)O)c1C

assay / entry	51	52	53	54	55
hIAP act	0.94	1.2	1	0.92	1.1
ATG4B inhibitor	-9	-8	-13	2	-9
hIAP inh	6	-22	-2	8	-11
APOBEC3A inh	-3	1	8	-1	2
PfG6PD inh	10	-1	8	-11	-8
HKDC1 inh	4	-6	-1	4	-1
mIAP act	0.97	1	1	1	1
mIAP inh	2	-4	-4	-2	-1

(56) CCCc1cc(C(=O)Nc2ccn(Cc3ccc(C)cc3)n2)no1
(57) COc1ccc(S(=O)(=O)NCc2cc(=O)n(C)c(=O)n2C)cc1F
(58) CC(C)Cc1nnc(NC(=O)CCC(=O)NC2CCCC2)s1
(59) COc1ccc(NC(=O)CCNC(=O)Cn2cnc3ccccc3c2=O)cc1OC
(60) O=C1Nc2ccccc2C12NCCc1c2[nH]c2ccccc12 (stereo not given)

assay / entry	56	57	58	59	60
hIAP act	0.94	0.97	0.93	1	1.1
ATG4B inhibitor	4	-9	-6	-8	3
hIAP inh	6	3	7	0	-6
APOBEC3A inh	2	-3	1	-1	3
PfG6PD inh	7	22	-2	12	-2
HKDC1 inh	2	-4	-3	-6	-6
mIAP act	1	1	1	0.98	0.97
mIAP inh	-2	-4	-1	2	3

A second format for 3 compounds above.
| no. | SMILES | hIAP act | ATG4B inhibitor | hIAP inh | APOBEC3A inh | PfG6PD inh | HKDC1 inh | mIAP act | mIAP inh |
| --- | --- | --- | --- | --- | --- | --- | --- | --- | --- |
| 58 | CC(C)Cc1nnc(NC(=O)CCC(=O)NC2CCCC2)s1 | 0.93 | -6 | 7 | 1 | -2 | -3 | 1 | -1 |
| 59 | COc1ccc(NC(=O)CCNC(=O)Cn2cnc3ccccc3c2=O)cc1OC | 1 | -8 | 0 | -1 | 12 | -6 | 0.98 | 2 |
| 60 | O=C1Nc2ccccc2C12NCCc1c2[nH]c2ccccc12 (stereo not given) | 1.1 | 3 | -6 | 3 | -2 | -6 | 0.97 | 3 |
